GPR35 antagonists: inhibition of zaprinast-stimulated GPR35 beta-arrestin translocation – imaging, U2OS, beta-arrestin-GFP, zaprinast agonist, primary screen (AID 2058); U2OS GPR35 beta-arrestin-GFP translocation imaging, zaprinast antagonism; higher % means a stronger effect; inhibition, % at 10 µM; hits with a dose series show IC50 in µM; 290,000 compounds, 0.052% hits;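 active = inhibition of at least 50% with at least 30 cells and total cytoplasm GFP at most 10,000,000; inconclusive = under 30 cells or total GFP of 10,000,000 plus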
West Nile virus CPE: West Nile virus antiviral activity, cell-based, CPE readout (AID 1621); West Nile virus-infected cells, CPE inhibition; higher % means a stronger effect; one-dose CPE inhibition, % at 10 µM; IC50 in µM for titrated hits; 290,000 compounds, 0.02% hits; in the data active = a potency from the dose series; inconclusive = CPE inhibition mostly from about 3.7% at the one dose, without a potency; inactive = the rest, 99 in 100 with CPE inhibition below about 2.2%; also: strong numbers were not always called active
KOR beta-arrestin-1: kappa opioid receptor blockers – cell-based, luminescence, uHTS (AID 1778); KOR beta-arrestin recruitment, luminescence, antagonist mode; higher % means a stronger effect; one-dose inhibition, % at 10 µM; IC50 in µM for titrated hits; 290,000 compounds, 0.091% hits; in the data active = inhibition above about 50%; also: strong numbers were not always called active
Salmonella PhoP GFP: PhoP-dependent GFP reporter repression – Salmonella Typhimurium, primary screen (AID 1863) | 300,000 compounds, 0.16% hits | inhibition, % at 50 µM; hits with a dose series show IC50 in µM | S. Typhimurium PhoP-regulated promoter GFP reporter, 4 h; higher % means a stronger effect;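 active = inhibition over 29.93%, a cutoff 3 SD above the screen mean, later confirmed by dose response; inconclusive = inhibition over 29.93% but no dose response follow-up; inactive = inhibition at most 29.93% or unconfirmed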;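 also: 0% = low Mg2+ inducing control and 100% = high Mg2+ repressing control; strong numbers were not always called active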
GPR55 beta-arrestin: GPR55 agonists via beta-arrestin recruitment, primary screen, imaging, U2OS cells, beta-arrestin-GFP redistribution (AID 1961) | one-dose activation, % at 10 µM; EC50 in µM for titrated hits | 290,000 compounds, 0.048% hits | U2OS GPR55 beta-arrestin-GFP redistribution imaging; higher % means a stronger effect;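 active = activation above 40% with more than 50 cells counted in the well; inconclusive = wells holding fewer than 50 cells, flagged as toxic or sparse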;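 also: U2OS osteosarcoma cells stably expressing GPR55 and beta-arrestin-GFP; plate controls were DMSO negative control for no effect and LPI positive control for full effect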
GPR55 LPI antagonism: GPR55 antagonists blocking LPI-driven arrestin recruitment, primary screen, imaging, U2OS, beta-arrestin-GFP, LPI agonist (AID 2013); U2OS GPR55 beta-arrestin-GFP translocation imaging, LPI antagonism; higher % means a stronger effect; inhibition, % at 10 µM; hits with a dose series show IC50 in µM; 290,000 compounds, 0.13% hits;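 active = spots per cell inhibited over 60%, with over 100 cells counted and total cytoplasm intensity under 500,000; inconclusive = wells with under 100 cells, flagged as likely toxic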;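 also: U2OS cells stably carrying GPR55 and arrestin-GFP stimulated by 5 µM LPI near EC80; imaged beta-arrestin-GFP aggregate spots per cell after agonist stimulation; plate controls were LPI-stimulated DMSO wells for no effect and DMSO wells without LPI for full effect; some results filed as inactive read as strong as hits; confirmed hits need IC50 under 10 µM and bright autofluorescent wells are also inconclusive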
KOR beta-arrestin-2: kappa opioid receptor activators – cell-based, luminescence, uHTS, primary screen (AID 1777); KOR beta-arrestin recruitment, luminescence; higher % means a stronger effect; 280,000 compounds, 0.02% hits; activation, % at 10 µM; hits with a dose series show EC50 in µM; in the data active = activation above about 50%, passing the limit was not always enough; also: a part of the inactive calls stands beside numbers as strong as those of hits
T cell HTS: T cell immune modulators affecting CD8 T cell-vesicle binding; 2C CD8+ T cell-vesicle binding, flow cytometry; stronger effect = lower value; calls only at 7 µM; 330,000 compounds, 0.068% hits;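 active = response, share of CD8 T cells binding vesicles, and their 90th percentile fluorescence all below set limits, cut at about 80% in these data, passing the limit was not always enough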
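Material: murine 2C transgenic CD8+ T lymphocytes / Also added: QL9-peptide-loaded Drosophila micro-vesicles bearing Ld, ICAM-1 and B7-1 / Schedule: binding step 1.5 h, 37 °C, antibody labelling 20 min, ice / Signal: flow cytometry, PE anti-B7-1 (FL2) versus Alexa647 anti-CD8 (FL8), PFA-fixed / Evaluation: percent CD8+ FL2 mean versus row control / Benchmarks: naked versus QL9-loaded vesicles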
NTR1 agonist: NTR1-driven beta-arrestin-GFP spot formation – imaging, U2OS cells, high content, primary screen (AID 493036); agonist mode; P30989; activation, % at 20 µM; 330,000 compounds, 0.17% hits;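 active = activation at or above 40% of the spot to cytoplasm intensity ratio, with at least 20 cells analyzed; inconclusive = wells under 20 cells, flagged as cytotoxic or low count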;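 also: 0% = DMSO without peptide and 100% = 100 nM NTR1 peptide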
Target sequence (P30989 whole entry, looked up): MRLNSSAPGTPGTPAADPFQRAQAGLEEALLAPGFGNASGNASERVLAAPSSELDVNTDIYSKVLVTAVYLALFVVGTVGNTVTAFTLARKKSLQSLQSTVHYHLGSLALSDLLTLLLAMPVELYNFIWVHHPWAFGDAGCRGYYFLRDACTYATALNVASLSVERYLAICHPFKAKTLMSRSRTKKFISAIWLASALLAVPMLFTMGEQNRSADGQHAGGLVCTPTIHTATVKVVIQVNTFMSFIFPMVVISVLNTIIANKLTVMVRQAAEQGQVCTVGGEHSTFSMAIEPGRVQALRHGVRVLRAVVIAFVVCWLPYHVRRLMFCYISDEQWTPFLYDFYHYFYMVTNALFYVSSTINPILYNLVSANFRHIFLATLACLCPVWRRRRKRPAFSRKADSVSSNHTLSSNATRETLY
T cell HTS vesicle-bound %: recorded beside T cell HTS, whose call it bears; double positive events, %; measured here: CD8+ vesicle-bound cell fraction;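 binding gate set so that unloaded-vesicle control wells show 10% double positive cells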
NTR1 agonist cell count 20 µM: recorded beside NTR1 agonist, whose call it bears; cell count; measured here: cell count, cytotoxicity flag
* hit, by the source's call; i = inactive; u = inconclusive; x = not tested or not shown; [ ] = dose if it differs, or a comment. Compounds were not picked by outcome. Share with any hit: about 0.62%.

SMILES	GPR35 antagonists	West Nile virus CPE	KOR beta-arrestin-1	Salmonella PhoP GFP	GPR55 beta-arrestin	GPR55 LPI antagonism	KOR beta-arrestin-2	T cell HTS	T cell HTS vesicle-bound %	NTR1 agonist	NTR1 agonist cell count 20 µM
COC(=O)c1ccc2c(c1)NC(=O)C(N1CCOCC1)S2 (stereo unspecified)	12%	-0.5%	32%	-12%	0.6%	1%	-3.0%	i	40	1.2	74
O=C1Nc2c(c(=O)[nH]c(=O)n2-c2ccccc2F)C(C(F)(F)F)(C(F)(F)F)N1	9%	0.1%	-34%	3%	-0.3%	1%	-6.8%	i	13	1.4	82
CC(C)Cc1nnc(NC(=O)c2ccc3c(=O)n4c(nc3c2)CCC4)s1	10%	0.0%	5%	8%	-0.1%	3%	1.5%	i	10	1.0	53
Cc1c(NC(=S)N2CCN(c3cccc(Cl)c3)CC2)c(=O)n(-c2ccccc2)n1C	-10%	-0.9%	-23%[20 µM]	-2%	-0.1%	-5%	-3.3%	i	34	1.8	48
CCN1CCN(S(=O)(=O)c2ccc(C(=O)Nc3ccccc3)cc2)CC1	-4%	-1.0%	23%	-1%	-0.1%	6%	-0.6%	i	37	0.8	84
COc1ccccc1C(=O)NNC(=S)NC(=O)c1cccs1	-7%	-0.6%	-9%	-6%	0.3%	-6%	-2.0%	i	67	1.4	42
CC1=NN(C(=O)CCc2ccc3c(c2)OCO3)C(O)(C(F)(F)F)C1 (stereo unspecified)	8%	0.5%	-10%[20 µM]	-12%	0.2%	8%	-6.7%	i	26	1.6	93
CCN(CC)C(=O)C(Oc1ccc(S(=O)(=O)N2CCCC2)cc1[N+](=O)[O-])c1ccccc1 (stereo unspecified)	10%	-0.8%	0%	10%	-0.1%	12%	-1.0%	i	35	-1.3	55
CCCc1nc(SCC(=O)N2CCCc3ccccc32)c2c(=O)n(C)c(=O)n(C)c2n1	4%	1.0%	4%	8%	-0.2%	-5%	-2.1%	i	22	37	49
CC1CCc2c(sc3ncn4c(SCC(=O)NCc5ccco5)nnc4c23)C1 (stereo unspecified)	-12%	-0.5%	-21%	6%	0.3%	8%	0.3%	i	38	5.1	55
COC(=O)c1ccccc1NC(=O)CCCCCn1nnc2ccccc2c1=O	16%	-1.0%	-15%	1%	0.0%	2%	-3.5%	i	50	2.0	80
CCOc1ccccc1-c1nc2c(C(C)(C)C)nn(C)c2c(=O)[nH]1	-7%	0.3%	-25%[20 µM]	-10%	0.5%	18%	x	i	56	2.8	67
CC(C)NC(=S)N1CCn2c(nc3ccccc32)C1	-4%	1.1%	x	2%	-0.4%	0%	x	i	21	0.8	74
NNC(=O)CNS(=O)(=O)c1ccc([N+](=O)[O-])cc1	5%	0.1%	-6%	5%	-0.2%	6%	0.9%	i	27	-1.3	35
Cc1ccc(C(C)C)c(OCCN)c1	6%	-0.3%	-2%	23%	-0.1%	10%	1.8%	i	39	0.1	53
Cc1ccc(CN2CCN(C3CCCC3)C(CCO)C2)s1 (stereo unspecified)	14%	-0.4%	-40%[20 µM]	6%	-0.1%	-7%	1.1%	i	12	-1.7	54
O=C1/C(=C/c2ccccc2)Oc2cc(OC(=O)N3CCOCC3)ccc21	12%	-0.2%	-28%	2%	0.2%	-4%	4.9%	i	4	6.5	78
CCOc1cc(C(=O)N/N=C/c2ccsc2)cc(OCC)c1OCC	-2%	0.3%	-16%	1%	0.3%	-5%	-4.2%	i	42	-1.2	55
CCOC(=O)c1c(C)n(C)c2ccc(OC)c(NC(=O)CCN3CCC(Cc4ccccc4)CC3)c12	8%	-1.0%	x	7%	0.3%	12%	3.9%	i	35	3.4	33
Cc1ccccc1NC(=O)c1sc(Cl)nc1-c1ccccc1	3%	0.4%	30%	-6%	-0.2%	-5%	-0.3%	i	6	2.0	46
CC(/C=C1\SC(=S)N(CCCC(=O)Nc2ccc(C(=O)O)cc2)C1=O)=C\c1ccccc1	114%*	-1.3%	33%	-3%	-0.3%	12%	-0.7%	i	56	4.8	55
CCc1ccc(NC(=O)Nc2cc(C(=O)O)ccc2N2CC3CC(C2)c2cccc(=O)n2C3)cc1 (stereo unspecified)	10%	-0.2%	-1%	4%	-0.1%	12%	-1.4%	i	27	0.6	74
COc1ccc(-c2csc(=Nc3c(C)n(C)n(-c4ccccc4)c3=O)n2C(C)(C)C)cc1	2%	-0.3%	-18%	1%	0.0%	5%	7.1%	i	19	2.0	30
COc1ccc(-c2oc3ncnc(NCCCN4CCOCC4)c3c2-c2ccc(OC)cc2)cc1	9%	-1.2%	-15%	-6%	-0.1%	18%	8.5%	i	11	0.9	78
Cc1ccc2nc(N(CCN(C)C)C(=O)c3ccc4ccccc4c3)sc2c1	-4%	0.2%	-33%	-19%	1.1%	3%	5.1%	i	24	0.3	62
(list continues)
SMILES	GPR35 antagonists	West Nile virus CPE	KOR beta-arrestin-1	Salmonella PhoP GFP	GPR55 beta-arrestin	GPR55 LPI antagonism	KOR beta-arrestin-2	T cell HTS	T cell HTS vesicle-bound %	NTR1 agonist	NTR1 agonist cell count 20 µM
CC1=C(C)CC(C(=O)NC2CCCC2)C(C(=O)O)C1 (stereo unspecified)	16%	0.0%	-6%	x	0.0%	-4%	8.0%	x	x	0.4	59
CC(C)=CC(=O)Nc1nnc(C(C)C)s1	9%	0.1%	11%	26%	0.2%	19%	3.4%	i	26	-1.0	41
O=S(=O)(Nc1ccc(N=Nc2ccccc2)cc1)c1ccccc1	-12%	-0.4%	24%	-5%	0.9%	12%	-6.7%	i	48	3.3	57
CCOC(=O)c1c(CN2CCN(c3ccccc3)CC2)oc2cc(Br)c(O)cc12	9%	-1.3%	2%	x	0.2%	10%	-4.7%	i	49	34	88
Cc1ccc(C)c(OCC(=O)Nc2ccncc2)c1	13%	0.1%	-14%[20 µM]	7%	-0.1%	-12%	-1.1%	i	55	0.2	59
COc1ccc(Nc2nnc(Cc3ccncc3)c3ccccc23)c(OC)c1	9%	-1.0%	-2%	-1%	-0.3%	-10%	0.6%	i	52	-0.7	77
COC(=O)c1ccc(N2CCC(C)CC2)c(N)c1	15%	1.1%	26%	7%	-0.1%	-2%	-8.0%	i	58	0.2	44
Nc1nc(NCCO)nc(NC2CCCCC2)c1[N+](=O)[O-]	-8%	1.5%	16%	1%	-0.1%	-14%	-0.3%	i	35	-0.8	91
N#C[C@H]1[C@H](c2ccccc2)[C@](C#N)(C(=O)c2ccccc2)[C@@H]2C=Cc3ccccc3N21	12%	x	12%	-8%	0.0%	-12%	-4.6%	x	x	x	x
Cc1nc(-c2cccc(NS(=O)(=O)c3ccccc3)c2)cs1	8%	0.0%	-19%	9%	0.9%	-12%	-3.4%	i	45	0.4	57
OCCC1CN(Cc2cnc(-c3ccc(Cl)cc3)nc2)CCN1C1CCCCC1 (stereo unspecified)	-3%	-0.6%	-27%[20 µM]	3%	-0.1%	15%	x	i	30	0.0	55
O=C(CN1C(=O)COc2ccccc21)NC1CCCC1	0%	1.1%	20%	1%	-0.2%	3%	-2.7%	i	46	-2.3	54
CCCCNC(=O)C1CCC(=O)N1CCc1ccccc1 (stereo unspecified)	-2%	-0.5%	22%	6%	0.0%	5%	-1.9%	i	48	-0.4	88
Cc1c(C)n(C)c2ccc(C(=O)NCc3cccs3)cc12	2%	0.1%	1%	2%	0.5%	9%	-2.4%	i	26	-0.7	63
O=C(CCNc1n[nH]c(=O)[nH]c1=O)N/N=C\c1cccc(OCc2ccccc2)c1	-13%	u	-6%	-2%	-0.5%	-4%	-2.8%	i	27	0.6	60
CCOC(=O)CC1C(=O)NCCN1C(=S)NC(=O)c1ccccc1OC (stereo unspecified)	-9%	-0.3%	-32%	-2%	-0.1%	2%	12%	i	22	-0.3	50
COc1cc(/C=N\NC(=O)C(C)(C)O)ccc1OC/C=C/c1ccccc1	-7%	0.4%	11%	-1%	-0.1%	10%	-0.7%	i	54	0.5	67
CCOC(=O)N1CCC(N2C(=O)c3cc(C(=O)NC4CCCCC4)ccc3C2O)CC1 (stereo unspecified)	0%	2.4%	18%	16%	-0.1%	-6%	-9.0%	i	23	4.5	53
CCOCCCNC(=O)Cc1c(C(=O)O)[nH]c2ccc(Cl)cc12	-4%	-0.1%	0%	-8%	-0.4%	1%	-2.4%	i	40	-0.8	55
Cc1ccc(C(=O)COC(=O)c2cn(-c3ccccc3)nc2-c2ccccc2)cc1[N+](=O)[O-]	-4%	-0.6%	-4%	-6%	-0.3%	19%	8.2%	i	47	1.3	59
Cc1ccc(C(C(=O)NC(C)(C)C)N(Cc2ccco2)C(=O)Cn2nnc(-c3cccs3)n2)cc1 (stereo unspecified)	2%	-1.1%	18%	1%	-0.4%	7%	2.5%	i	17	0.6	89
COCCNC(=O)Cn1cnc2ccc(S(=O)(=O)N3CCC(C)CC3)cc2c1=O	-17%	0.1%	9%	2%	-0.1%	-2%	-1.1%	i	58	-4.5	59
COc1ccc(NC2CCCN(C(=O)c3ccc4nccnc4c3)C2)cc1OC (stereo unspecified)	7%	-0.7%	11%	1%	-0.1%	-1%	-2.8%	i	18	0.7	77
COC(=O)c1ccc2ncccc2c1	5%	0.7%	-2%	-13%	-0.2%	5%	-0.5%	i	15	-0.6	106
CCN(CC)c1ccc(N2C(=NC(=O)C3CCCO3)SC3CS(=O)(=O)CC32)cc1 (stereo unspecified)	-1%	-0.6%	-10%	-6%	-0.1%	6%	-4.5%	i	8	0.4	46
C/C(Cn1nnc([N+](=O)[O-])n1)=N\NC(=O)c1ccccc1	-3%	0.3%	-54%	-14%	0.0%	2%	3.2%	i	26	0.2	59
Cn1c(=O)c(=O)n(C)c2cc(S(=O)(=O)N3CCOc4ccccc43)ccc21	-19%	-1.3%	9%	0%	1.3%	6%	-0.4%	i	22	-0.2	47
CC1c2cc3c(cc2CCN1CC(=O)Nc1ccc(S(=O)(=O)N2CCCC2)cc1)OCCCO3 (stereo unspecified)	2%	-0.4%	-34%	5%	-0.1%	-6%	10%	i	13	3.9	58

Bioassay records: PubChem BioAssay, several laboratories
